UDG counter: Primary qHTS assay for inhibitors of Activation Induced Cytidine Deaminase (AID): UDG Counterscreen signal. FRET deamination/UDG coupled assay, UDG read, 4 h. Potency, µM (doses to about 115 µM), for inactives: top-dose activity change, negative = inhibition, usual class: inhibitors. actives 0.14% (n = 91,000); note: nearly all actives have a fitted effect of over 65% in size
AID inhibitor: Primary qHTS assay for inhibitors of Activation Induced Cytidine Deaminase (AID): AID signal. Single-stranded DNA cytosine deaminase (Homo sapiens), Q9GZX7. AID deamination FRET fluorescence, UDG-coupled, 4 h. Potency, µM (titrated, usually from 115 µM), without a hit: at the top dose activity change, negative = inhibition, usual class: inhibitors. actives 0.32% (n = 91,000). AID 1347428, 2020; note: nearly all actives have a fitted effect of over 25% in size
Target sequence (Q9GZX7 whole entry, looked up): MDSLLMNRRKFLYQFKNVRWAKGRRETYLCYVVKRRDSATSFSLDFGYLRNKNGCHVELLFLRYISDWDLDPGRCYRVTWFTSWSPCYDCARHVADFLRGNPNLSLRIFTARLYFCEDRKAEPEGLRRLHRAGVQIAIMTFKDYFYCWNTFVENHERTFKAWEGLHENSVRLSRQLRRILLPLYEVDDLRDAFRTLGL
* marks the source's active call; other numbers are inactive results; ? = inconclusive; & = joins results of further samples; [ ] = remark or other dose. Calls come from the whole dose curve; as a rule, active = well fitted curve in the direction sought with a large enough effect; inconclusive = small, poorly fitted or top-dose-only effect, or another doubt; inactive = no such curve, though single readings can be large; an effect the other way counts as inactive or inconclusive. % is set by controls: 0 for no effect and ±100 for the full control effect; potency is the fitted concentration of half-maximal effect.

SMILES	UDG counter	AID inhibitor
CC(C)c1ccc(Cc2cn3cc(-c4cc5ccccc5oc4=O)nc3s2)cc1	12%	29%
O=C(CCC(=O)OCc1ccc(Cl)cc1)Nc1ccc2c(c1)oc1ccccc12	3%	2%
COc1ccc(CCNC(=O)Cn2ncc3c(C)n(Cc4ccccc4F)c(C)c3c2=O)cc1OC	-21%	?
O=C(CCc1ncc(-c2ccccc2)o1)NC(C1CC1)C1CC1	-10%	-12%
N#Cc1ccc(OCC(=O)c2ccc(C3CCCCC3)cc2)cc1	10%	-3%
CCCOc1c(OC)cccc1C1CC(=O)Nc2c1c(C)nn2-c1ccc(OC)nn1 (centres undefined)	2%	-11%
COc1ccc(NC(=O)C2CCN(S(=O)(=O)c3c(C)noc3/C=C/c3cccs3)CC2)cc1Cl	-7%	4%
COc1ccc(CCNC(=O)Cc2ccc(NC(=O)N3CCSc4ncccc43)cc2)cc1OC	-5%&-2%	1%&-5%
Cc1c(C(=O)C(F)(F)F)c2ccccc2n1CCOc1ccccc1F	4%	11%
O=C(Nc1cccc(N2CCCC2=O)c1)c1ccccc1SC1CCS(=O)(=O)C1 (centres undefined)	-8%	-13%
Cc1ccc(O)c(NC(=O)C2=CC(c3cccs3)=NS(=O)(=O)N2C)c1	3%	1%
O=C(C1CCC(Cn2c(=O)c3sccc3n(Cc3cccc(F)c3)c2=O)CC1)N1CCOCC1 (centres undefined)	-9%	-14%
Cc1ccc(C)c(CN2C(=O)C(O)(c3c[nH]c4ccccc34)c3ccccc32)c1 (centres undefined)	-8%	-20%
Cc1ccc(Cl)cc1N1CCN(C(=O)Cn2ncc3c4ccccc4n(C)c3c2=O)CC1	-6%[57.5 µM]	-2%
O=C(NCCCNC(=O)c1cc(Cl)ccc1Cl)c1nc2ccccc2c(=O)[nH]1	1%	-1%
CCCCc1ccc(C(=O)Cn2cnc3c2c(=O)n(C)c(=O)n3C)cc1	-7%	-21%
CCN(CC)c1ncnc2c1ncn2[C@@H]1O[C@H](COP(=O)(O)OP(=O)(O)C(Br)(Br)P(=O)(O)O)[C@@H](O)[C@H]1O	4%	2%
Cc1cccc(C2C3=C(COC3=O)Nc3c2c(=O)[nH]c(=O)n3CC(C)C)c1 (centres undefined)	3%	-2%
N#C/C(=C/c1ccc(Cl)cc1)c1nc(-c2ccc(Br)cc2)cs1	-2%	-7%
COCCNC(=O)Cn1ccc2cc(S(=O)(=O)N3CCCCCC3)ccc21	?	0%
CCCN(CCC)S(=O)(=O)c1ccc(OC)c2ncccc12	-4%	-21%
CC1CCc2nc3ncn(Cc4ccc(Cl)cc4)c(=O)c3cc2C1 (centres undefined)	-15%	83%[activator]
CCCC(=O)Nc1ccc(Cl)c(NC(=O)c2ccc(OCC)cc2)c1	19%	-6%
CC(C)(CNC(=S)NC1CC2CCC1C2)N1CCOCC1 (centres undefined)	9%	2%
COCCN1Cc2cccc(C(=O)Nc3ccc(C)cc3C)c2C1=O	-5%	14%
Cn1nc(C(=O)N2CCC(c3ccccc3)C2)c2c1-c1ccsc1CC2 (centres undefined)	-18%	-28%
COc1ccc(N2CCN(C(=O)c3ccc(-c4nc(COc5ccccc5)c(C)o4)cc3)CC2)cc1	-20%[57.5 µM]	-11%[57.5 µM]
CCC(O)c1nc2ccccc2n1Cc1cc(C)ccc1C (centres undefined)	0%	-19%
COc1ccc(C(=O)N2CCN(c3nc4c(C)c(Cl)ccc4s3)CC2)c(OC)c1	?	?
Cc1cc(C)cc(N(CCC#N)C(=O)COC(=O)c2csc(NCc3ccccc3)n2)c1	-12%	-8%
CCn1c(CC(=O)Nc2ccccc2C)nnc1SCC(=O)Nc1ccc2ccccc2c1	-26%	-8%
S=C(NCc1cccc(Cl)c1)NCc1cccs1	-6%	-11%
CCN(CC)S(=O)(=O)c1ccc(N/N=C/c2cccs2)c([N+](=O)[O-])c1	-12%	-6%
O=C(CCc1ccsc1)N(CC1CCOC1)C1CC1 (centres undefined)	-9%	-10%
Cc1ccc2[nH]c(=O)c(CN(C)S(C)(=O)=O)cc2c1	5%	10%
Cc1nn(CC(=O)N2CCN(c3ccccc3)CC2)c(=O)c2cc3cc(F)ccc3n12	-19%	14%
CNC(=O)NC(=O)Cn1nnc(-c2cccc(F)c2)n1	-1%	-5%
CCSC1=NC2(CCN(C(=O)NC3CCCCC3)CC2)N=C1c1ccc(Cl)cc1	5%[57.5 µM]	36%[activator][57.5 µM]
CCCOc1ccc(-c2nn(-c3ccccc3)cc2C2NC(=O)NC(C)=C2C(=O)OC)cc1 (centres undefined)	-22%	?
CCOC(=O)C1CCCN(c2nc3c(S(=O)(=O)c4ccc(C)c(C)c4)nnn3c3ccc(Cl)cc23)C1 (centres undefined)	-25%	-20%
CC(C)COC(=O)C(C#N)c1nc2ccccc2nc1N1CCN(Cc2ccccc2)CC1 (centres undefined)	-2%	4%
Cc1cc(N2CCC(C)CC2)nc2ccc(NC(=O)Cc3c(F)cccc3Cl)cc12	-10%	27%
Cc1ccc(C)c(C(C)NC(=S)NCc2ccc(Cl)cc2)c1 (centres undefined)	-13%	-12%
CCN(Cc1ccccc1)S(=O)(=O)c1ccc(F)c(C(=O)Nc2cc(C(F)(F)F)ccc2Cl)c1	1%	-30%
COc1ccc(C(C)=O)c(OCc2cc(OC)c(Br)cc2OC)c1	2%	5%
COc1ccc(NC(=O)CCCN2C(=O)COc3ccc(C)cc32)cc1OC	-11%	12%
COc1cc(S(=O)(=O)N2CCC(C(N)=O)CC2)c(OC)cc1Cl	-1%	4%
CC(=O)c1ccc(NC(=O)c2nn(C)c3c2CS(=O)(=O)c2ccccc2-3)cc1	6%	11%
COc1ccc(Nc2oc(/C=C/c3cccc(OC)c3)nc2C#N)cc1	-2%&-28%	30%&70%
Cc1ccn2cc(-c3ccccc3)cc2c1	8%	-4%
COc1ccc(C(=O)CC2(O)C(=O)Nc3ccc(F)cc32)cc1 (centres undefined)	-4%	2%
COc1cc(NC(=O)CC(c2cccs2)N2Cc3ccccc3C2=O)cc(OC)c1OC (centres undefined)	-6%	0%
CCc1ccc(Nc2nn3c(=O)c4cc5c(cc4nc3s2)OCO5)cc1	11%	177%[activator]
COc1cc(/C=N/O)ccc1OCC(C)C	6%	5%
CC(CNC(=O)NCc1ccc(F)cc1)CN1CCN(C)CC1 (centres undefined)	3%	-5%
O=C(NCc1cccc(Br)c1)c1cccn1-c1nnc(N2CCCCC2)s1	?	?
CCOc1cccc(/C=C2\N=C(SC)SC2=O)c1	-2%	2%
CN(Cc1cccs1)C(=O)c1ccc(-c2ccccc2)cc1	-2%	-15%
CS(=O)(=O)CCC(NS(=O)(=O)/C=C/c1ccccc1)C(=O)O (centres undefined)	3%	5%
COc1ccc(Nc2nc3ccccc3nc2NS(=O)(=O)c2ccc(Cl)s2)cc1	-2%	?

Remaining list, next part:
SMILES	UDG counter	AID inhibitor
CC(=O)N1CCc2c(sc3c2c(=O)n(-c2cccc(Cl)c2)c(=O)n3Cc2ccc(F)cc2Cl)C1	16%	-26%
Cc1ccc(NC(=O)Cn2c(=O)n(Cc3nc(C)no3)c(=O)c3cc4c(cc32)OCO4)cc1	7%	25%
CCCN(CC(=O)NC(=O)Nc1ccccc1)Cc1ccc(C#N)cc1	4%	-1%
Cc1ccc(NC(=O)c2nn(C)c3c2CS(=O)(=O)c2ccccc2-3)c(Cl)c1	4%	6%
CC1=C(C(=O)Nc2ccc(F)cc2F)C2(CCCCCC2)OC1=O	-28%	11%
Cc1c(C)c2ccc(OCC(=O)c3ccccc3)c(C)c2oc1=O	-14%	-14%
CNC(=O)C(NC(=O)c1c(F)cccc1F)C(C)C (centres undefined)	-7%	-2%
COc1ccc(NC(C)=O)cc1NC(=O)C1CCCN1C(=O)C12CC3CC(CC(C3)C1)C2 (centres undefined)	6%	11%
CC(C)(CNC(=O)Cc1n[nH]c(=O)c2ccccc12)c1ccc(Br)cc1	-1%	0%
COc1ccc(Nc2cc(C)nc3c(C)c(C)ccc23)cc1	-7%	-13%
O=C(Cc1ccccc1)c1ccc(Br)cc1	10%	5%
CC(C)CNC(=O)[C@H](C)NC(=O)OCc1ccccc1	-9%	-4%
COc1ccc(OC)c(CCNC(=O)c2nn(C)c3c2CSc2ccccc2-3)c1	-18%[57.5 µM]	?
CCC(C)NC(=O)c1cccc(NC(=O)c2nsc3ccccc23)c1 (centres undefined)	1%	2%
CCNc1c(NC(=O)Nc2ccc(C)c(Cl)c2)c(=O)oc2ccccc12	9%	-9%
COc1ccc(OC)c(NC(=O)c2ccc(-c3nc(COc4ccccc4)c(C)o3)cc2)c1	0%	49%[activator]
C/C(=N/Nc1ccc(S(N)(=O)=O)cc1[N+](=O)[O-])c1cccc(Br)c1	0%	-1%
Cc1cccc(-c2nc(-c3ccc4c(c3)[nH]c(=O)n4C)no2)c1	8%	5%
Cc1cccc(C(=O)Nc2nnc(S(=O)(=O)N3CCC(C)CC3)s2)c1	20%	3%
Cc1ccc(C)c(Cn2c(N3CCN(Cc4ccc(F)cc4)CC3)nc3c2c(=O)[nH]c(=O)n3C)c1	11%	-5%
CCC(=O)NCC(c1ccc2c(c1)OCO2)N1CCN(c2ccccc2)CC1 (centres undefined)	12%	5%
Cc1cccc(OCc2cccc(C(N)=O)c2)c1	1%	-2%
CC(C)Oc1ccc(C(=O)N2CC(=O)Nc3ccc(F)cc3C2c2ccc(F)cc2)cc1 (centres undefined)	-4%	-2%
C=C(C)CN(CC)C(=O)c1ccc(NC(=O)c2cccs2)cc1	-2%	-1%
O=C(CSc1ncc(C(F)(F)F)cc1Cl)N1CCc2ccccc21	-8%	-4%
NS(=O)(=O)c1ccc(Nc2ncc([N+](=O)[O-])cc2[N+](=O)[O-])cc1	0%	-8%
CCOC(=O)NCC(=O)NCc1cccnc1	-1%	1%
CC(C)(C)c1ccc(C(CC(=O)O)NC(=O)c2ccccc2)cc1 (centres undefined)	2%	7%
Cc1ccc2c(c1)C(=O)C(=O)N2Cc1ccc(OCCC(C)C)cc1	-1%&-5%	-13%&-28%
COc1cc(C)ccc1OCc1nnc(SCC(=O)N2CCc3ccccc3C2)n1C	-1%	5%
O=C(Nc1ccc(F)cc1F)C(Cc1ccccc1)N1Cc2ccccc2C1=O (centres undefined)	-5%	4%
CCN(CC)CCCn1c(-c2ccc(COc3ccc(Cl)cc3Cl)cc2)n[nH]c1=S	-12%	-5%
COc1cc(C2c3c(-c4cc(C)ccc4O)n[nH]c3C(=O)N2CCCO)ccc1OCCC(C)C (centres undefined)	10%	1%
CC(C)(C(=O)NCc1ccc(CN2CCCC2)cc1)c1ccccc1	6%	-1%
CC1(C)CC(=O)C2=C(C1)OC(N)=C(C#N)C2(C)C	0%	-7%
Cc1cc(=O)c2cc(C(=O)Nc3ccc(C)c(C)c3)ccc2[nH]1	5%	-1%
CCOc1ccc(CCNC(=O)c2nn(C)c3c2CS(=O)(=O)c2ccccc2-3)cc1	1%	-15%
Cc1ccccc1CNC(=O)C(=O)NCC(c1cccs1)S(=O)(=O)c1ccc(Cl)cc1 (centres undefined)	28%	15%
CC(=O)NNC(=S)Nc1ccccc1C(F)(F)F	4%	0%
Cc1ccc(C(=O)Nc2cccc3cnccc23)cc1S(=O)(=O)N1CCCCCC1	-22%	-7%
CC1(C)CC(NC(=O)CCc2ccccc2)CC(C)(CNC(=O)CCc2ccccc2)C1 (centres undefined)	-8%	-13%
COCc1ccccc1CNC(=O)CC(C)(C)C	-3%	0%
Cc1ccc(CNc2ccc(O)cc2)s1	?	?
Cc1ccc(C(=O)Nc2ccccc2C(=O)OCc2cc(=O)n3nc(C4CC4)sc3n2)cc1	-8%	12%
Cc1cccc(C2(c3cccc(C)c3)CC2C(=O)N/N=C/C=C/c2ccccc2)c1 (centres undefined)	0%	-8%
N#Cc1ccc(CSc2nnc(-c3ccc(Br)cc3)o2)cc1	11%	8%
Cc1ccc(C)c(N2CCN(c3ncnc4c3nc3n4CCCC3)CC2)c1	-4%	4%

In the list so far, these have a thiophene ring, fused or not:
SMILES	UDG counter	AID inhibitor
COc1ccc(NC(=O)C2CCN(S(=O)(=O)c3c(C)noc3/C=C/c3cccs3)CC2)cc1Cl	-7%	4%
Cc1ccc(O)c(NC(=O)C2=CC(c3cccs3)=NS(=O)(=O)N2C)c1	3%	1%
O=C(C1CCC(Cn2c(=O)c3sccc3n(Cc3cccc(F)c3)c2=O)CC1)N1CCOCC1 (centres undefined)	-9%	-14%
Cn1nc(C(=O)N2CCC(c3ccccc3)C2)c2c1-c1ccsc1CC2 (centres undefined)	-18%	-28%
S=C(NCc1cccc(Cl)c1)NCc1cccs1	-6%	-11%
CCN(CC)S(=O)(=O)c1ccc(N/N=C/c2cccs2)c([N+](=O)[O-])c1	-12%	-6%
O=C(CCc1ccsc1)N(CC1CCOC1)C1CC1 (centres undefined)	-9%	-10%
COc1cc(NC(=O)CC(c2cccs2)N2Cc3ccccc3C2=O)cc(OC)c1OC (centres undefined)	-6%	0%
CN(Cc1cccs1)C(=O)c1ccc(-c2ccccc2)cc1	-2%	-15%
COc1ccc(Nc2nc3ccccc3nc2NS(=O)(=O)c2ccc(Cl)s2)cc1	-2%	?
CC(=O)N1CCc2c(sc3c2c(=O)n(-c2cccc(Cl)c2)c(=O)n3Cc2ccc(F)cc2Cl)C1	16%	-26%
C=C(C)CN(CC)C(=O)c1ccc(NC(=O)c2cccs2)cc1	-2%	-1%
Cc1ccccc1CNC(=O)C(=O)NCC(c1cccs1)S(=O)(=O)c1ccc(Cl)cc1 (centres undefined)	28%	15%
Cc1ccc(CNc2ccc(O)cc2)s1	?	?

Screening results (PubChem BioAssay)

An excerpt; rates above refer to the full screens.
